# Bioassay records as filed in PubChem.
# KDM5B inhibitor – KDM5B demethylase inhibition | KDM5B demethylase, FDH-coupled NADH fluorescence (FDH is formaldehyde dehydrogenase) | hit rate 2.6% among 220,000 | Q9UGL1 | AID 1347165 | Potency, µM (top dose mostly 57.7 µM), for the others: at the top dose activity change, negative = inhibition, most hits filed as inhibitors; active = well fitted inhibition curve with a large enough effect; inconclusive = small, poorly fitted or top-dose-only effect; inactive = no such curve, though single readings can be large or run the other way; note: 0% is about no effect; nearly all actives have a fitted effect of over 70% in size
#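 KDM5BΔAP (200 nM final) in 50 mM HEPES pH 7.5, 0.01% Tween-20 was preincubated 10 min at RT with compound over a concentration range. Substrate mix (H3K4me3 12.5 µM, α-KG 25 µM, Fe²⁺, ascorbate, NAD⁺, FDH) was added, and NADH fluorescence change over 30 min gave dose-response curves.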
# An asterisk follows results filed as active; ? = inconclusive; & = joins results of further samples; [ ] = remark or other dose. Potency is the fitted concentration of half-maximal effect.
SMILES,KDM5B inhibitor
COc1ccc(C(=O)N[C@H](C(=O)NCc2ccc(C)cc2)C(C)C)cc1,10%
COc1ccc(NC(=O)Cn2c(=O)n(Cc3ccccc3)c(=O)c3sc4ccccc4c32)cc1,-22%
COc1ccc(C)cc1-n1nnnc1SCc1nc(CC(C)C)no1,-7%
Cc1ccc(C(=O)N2CC=C(c3c[nH]c4ccccc34)CC2)cc1,?
COc1ccc(OC)c(CCNC(=O)Cn2ccc3cc(S(=O)(=O)N4CCCCC4)ccc32)c1,?
CCC(CC)C(CNc1ccc2nnnn2n1)N1CCCC1 (stereo not drawn),-21%
CCOc1ccc(C(=O)Nc2cccc3cccnc23)cc1Cl,-10%
O=C(NCc1ccc2c(c1)OCO2)c1ccc(NC(=O)c2nsc3ccccc23)cc1,?
COCCCNC(=O)c1ccc(Cn2c(=O)c3ccccc3n(CC(N)=O)c2=O)cc1,-18%
NC(=O)c1cnn2c(-c3cccc(C(F)(F)F)c3)ccnc12,?
COc1ccc(S(=O)(=O)n2nc(C)c(S(=O)(=O)N3CCCCCC3)c2C)cc1OC,?
COCCOC1CCOC2(CCN(C(=O)c3ccc(OC)cc3)CC2)C1 (stereo not drawn),14%
CC(CC(=O)NCc1ccc(F)cc1)c1ccccc1 (stereo not drawn),14%
COc1ccc(N2CC(C(=O)N3CCC(C(=O)NCCCc4ccccc4)C3)NC2=O)cc1 (stereo not drawn),27%&18%&5%
O=C(c1cccnc1)N1CCC2(CC1)C(=O)NN=C2C1CC1,-3%[86.2 µM]
O=S(=O)(c1ccc(Cl)cc1)N1CCN(C/C=C/c2ccccc2)CC1,-2%
N#Cc1ccc(Oc2ccccc2Oc2ccc(C#N)c(C#N)c2)cc1C#N,2%
CC(C)NC(=O)N[C@H]1C[C@H]2C(=O)NC[C@@H](CCC(=O)N3CCc4ccccc43)N2C1,?
Cc1cccc(-c2nc(CN3CCC(C(=O)N4CCc5nc6cc[nH]n6c(=O)c5C4)CC3)c(C)o2)c1,?
Cc1ccc(C(=O)NCCSc2c(C)[nH]c3ccccc23)cc1,12%
O=C(NC1CCN(C(=O)N2CC3CC(C2)[C@H]2CCCC(=O)N2C3)CC1)C1CCCCC1 (stereo partly drawn),-3%
COCCCNC(=O)CCc1ncc(-c2ccc(F)cc2F)o1,11%
Cc1ccc(Cl)cc1NC(=O)C(C)n1nnc2sc(-c3ccccc3)cc2c1=O (stereo not drawn),?
Cc1ccc2c(=O)cc(C(=O)Nc3sc4c(c3C(=O)NCC3CCCO3)CCC4)oc2c1 (stereo not drawn),-8%[11.5 µM]
C/C(CC(C)(C)c1ccccc1)=N\NC(=O)CCSc1ccccc1,4%
Cc1cc(Nc2cccc(Cl)c2)nc2ccc(NC(=O)COc3ccc(Cl)cc3)cc12,?
CN(CC(=O)Nc1c(Cl)cccc1Cl)C(=O)c1ccc(S(=O)(=O)Nc2ccccc2)cc1,-12%
Cc1ccc(C(C(=O)O)N2CCC(CCN3CCCC3=O)CC2)cc1C (stereo not drawn),-7%
O=C(NNC1CC(=O)N(c2ccccc2)C1=O)c1ccccc1Cl (stereo not drawn),0%
Cc1nn(C)c(C)c1CCC(=O)N1CCCC(N2CCN(c3ccc(F)cc3)CC2)C1 (stereo not drawn),-3%
O=C(O)C1CCN(S(=O)(=O)c2ccc(N3CCC(O)CC3)c([N+](=O)[O-])c2)CC1,-16%
CCOC(=O)c1sc(=S)n(CC)c1NC(=O)c1ccccc1,-5%
CC(C)Cc1cc(C(=O)N2CC(OCc3ccc(F)cc3)C2)on1,-9%
Cc1ccc(C(=O)N2CCC(n3cc(-c4nc(C)no4)nn3)CC2)cc1,-1%
COc1ccc(NC(=O)Cc2ccc3c(c2)OCCO3)cn1,22%
COCC1CN(C)CC12CCN(S(=O)(=O)c1ccc3c(c1)CCC3)CC2 (stereo not drawn),?
O=C(c1ccc(Br)o1)N1CCCc2ccccc21,-6%
Cc1ccc(CN(C(=S)NCC(=O)O)C2CCCCC2)cc1,12%
CS(=O)(=O)Nc1ccc(C2(C(=O)N3CCN(c4ccccc4)CC3)CCCCC2)cc1,4%
COCCNC(=O)c1ccc2nnc(-c3ccc(Cl)cc3Cl)n2c1,-22%[115 µM]
COc1cccc(C(=O)Nc2cc(-c3cn4cccnc4n3)ccc2C)c1OC,?
COc1ccc(C(=O)N2CCC3(CC2)NCCc2c3[nH]c3ccc(OC)cc23)c(OC)c1,?
CC(C)(C)Nc1nc(-c2ccccn2)nc2ccccc12,54%[activator]
O=C(CC(c1ccc(Cl)cc1)S(=O)(=O)c1ccccc1)c1ccc(F)cc1 (stereo not drawn),24%
Fc1ccc(OCCc2noc(C3CCCN3)n2)cc1 (stereo not drawn),-6%
COc1ccc2oc(=O)cc(-c3cc4cccc(OC)c4o3)c2c1,13%
O=Cc1ccc(-c2ccc(I)cc2Cl)o1,-25%
Nc1nccc(N2C[C@H]3CN(C(=O)C4CCC4)C[C@@]3(C(=O)O)C2)n1,3%
COc1cccc(N2C(=O)NC(=NC3CCCC3)C23CCN(C(=O)c2ccccc2F)C3)c1 (stereo not drawn),-13%[115 µM]
N#CCOC(=O)c1c[nH]c2ccccc12,21%
O=C(c1cccc(Cl)c1)N1CCC(N2CC3CCCN3C2=O)CC1 (stereo not drawn),6%
COc1ccc(CNC(=O)c2cccc(NC(=O)N3CCSc4ncccc43)c2)cc1,?
CC(C)c1noc(-c2cn(C3CCCN(C(=O)c4ccc(F)cc4Cl)C3)nn2)n1 (stereo not drawn),23%
NC(=O)CCN(Cc1ccccc1)C(=O)NCC(F)(F)F,19%
O=C(O)CSCC(=O)N[C@H]1C[C@H]2C(=O)Nc3ccc(-c4cccs4)cc3C(=O)N2C1,28µM*
CCOc1ccc(NC(=O)C2CC(=O)NC(Nc3ccc(OCC)cc3)=N2)cc1 (stereo not drawn),7%
Cc1cccc(-c2nc(SCc3noc(CCC(=O)Nc4ccc5ccccc5c4)n3)n[nH]2)c1,-3%
COc1cc(-c2noc(-c3nc(-c4ccc(C)cc4)no3)n2)cc(OC)c1OC,1%
CCCNC(=O)C(C)NC(=O)COc1ccccc1NC(C)=O (stereo not drawn),4%
O=C(Cc1ccsc1)Nc1cc(F)ccc1F,12%

# Records listed so far that bear a hit mark in KDM5B inhibitor.
SMILES,KDM5B inhibitor
O=C(O)CSCC(=O)N[C@H]1C[C@H]2C(=O)Nc3ccc(-c4cccs4)cc3C(=O)N2C1,28µM*

# Later entries.
SMILES,KDM5B inhibitor
COc1ccc(NC(=O)c2ccc3c(=O)n4nc(Nc5ccccc5C)sc4nc3c2)cc1,-24%
CCc1noc(-c2ccn3c(CNC(=O)c4ccncc4)nnc3c2)n1,25µM*
O=c1[nH]c(N2CCOCC2)nc2c1CCN(Cc1cccc(Cl)c1F)CC2,-12%
COc1ccccc1Nc1ncc2c(n1)CN(C(=O)COc1ccccc1)CCN2,?
COc1ccc(OCC(=O)Nc2c3c(nn2C(C)(C)C)CS(=O)(=O)C3)cc1,-17%
O=C(CCc1ccccc1)N1CCC[C@H]1c1nc(-c2ccccc2)no1,-9%
CN(C)C(=O)COC(=O)c1csc(NCc2ccccc2)n1,8%
NC(=O)Cc1c[nH]c2ncc(-c3cccc(C(F)(F)F)c3)cc12,?
CCC(C)NC(=O)c1ccc(Cl)cc1-n1cnnn1 (stereo not drawn),22%
Cc1cc(N2CCN(C(C(=O)O)c3c[nH]c4ccc(CO)cc34)CC2)nc2ccccc12 (stereo not drawn),?
O=C(Cc1ccc(F)cc1)N(Cc1ccc(C(F)(F)F)cc1)C1CC1,17%
CCc1nc2nc(C)cc(Nc3cc(Cl)ccc3C)n2n1,3%

# Brought forward from above: two compounds, followed by the next part.
SMILES,KDM5B inhibitor
O=C(Cc1ccc(F)cc1)N(Cc1ccc(C(F)(F)F)cc1)C1CC1,17%
CCc1nc2nc(C)cc(Nc3cc(Cl)ccc3C)n2n1,3%
COC(=O)c1cccc(-c2nc(C3CC(=O)N(c4ccc(Cl)cc4)C3)no2)c1 (stereo not drawn),-10%
N=C(N)Cc1ccccc1,-25%
COc1ccc(F)cc1S(=O)(=O)N1CCCC(Cn2c(C)nc3cccnc32)C1 (stereo not drawn),7%
CC(=O)c1cccc(NC(=O)c2nc(-c3ccccc3)n(-c3cccc(C)c3)n2)c1,-23%
Cn1cnnc1CC1CCN(C(=O)CCc2nc3ccccc3[nH]c2=O)CC1,25µM*
O=C1CCN(S(=O)(=O)c2ccccc2)CCCN(C(=O)c2ccc3ccccc3n2)CCN1,-6%
COc1cccc(-n2nnc3c(sc4nc(C)cc(C)c43)c2=O)c1,?
CC(C)c1cc(NCCc2nc(N)cc(=O)[nH]2)n2nccc2n1,?
O=c1[nH]ncc(N/N=C\c2cccnc2)c1Cl,-9%
O=C(NCCc1ccc(Cl)cc1)c1ccncc1,-5%
Cn1c(NCc2ccco2)nc2c1c(=O)n(Cc1cccc(Br)c1)c(=O)n2C,8%
COCC(=O)NC[C@@H]1C=C(C)[C@H](CC(=O)Nc2ccccn2)C[C@H]1C(C)C,-6%[86.2 µM]
COC(=O)c1ccsc1NC(=O)c1ccco1,?
Cc1occc1C(=O)N[C@@H]1CN(S(C)(=O)=O)C[C@H]1CN(C)C,-31%
COc1ccc(CCC(=O)NC2CC(=O)N(c3ccccc3)C2)cc1 (stereo not drawn),7%
CC(C)(C)OC(=O)N1CCC(c2c(C(=O)NCc3cccs3)cnn2-c2cccc(F)c2)CC1,5%
CNC(=O)[C@@H]1CN(C(=O)c2ccc(F)cn2)C[C@H]1COC,4%
NS(=O)(=O)c1ccc(CCNC(=O)COc2ccc3ccc(=O)oc3c2)cc1,?
Cc1cccc(C(C)C)c1NC(=O)C(C)OC(=O)Cc1n[nH]c(=O)c2ccccc12 (stereo not drawn),21%
CCOc1ccccc1C(=O)OCc1ccc(C#N)cc1,0%
CCc1ccccc1NC(=O)Cn1cc(C(=O)c2ccc(Cl)cc2)c(=O)c2ccc(C)nc21,-15%
CN(CCOc1cccc(Cl)c1)Cc1nc(N)nc(N)n1,11%
CC[C@@H]1[C@@H](NC(=O)CCCn2nnc(-c3ccc(F)cc3)n2)[C@@H]2CCO[C@H]12,-9%
COc1cc(C#N)ccc1OCc1cccc(COc2ccc(C#N)cc2OC)c1,-5%
CSc1nc(Cl)cc(Sc2ccc(C)cc2)n1,24%
CCOc1ccc2oc(=O)cc(CN3CCN(C(=O)c4ccc(F)cc4)CC3)c2c1,?
COc1cccc(Nc2nc(-c3cc4cc(OC)ccc4oc3=O)cs2)c1,-8%
COc1ccc(NC(=O)Cn2c(N3CCc4ccccc4C3)nc(C)cc2=O)cc1OC,-24%
COc1ccc(N2Cc3cccc(C(=O)Nc4ccc(C(C)C)cc4)c3C2=O)cc1,?
O=C(COc1ccccc1)N1CCC(O)(c2csc(CN3CCOCC3)n2)CC1,-7%[86.2 µM]
CCCC(=O)Nc1nnc(Cc2c[nH]c3ccccc23)s1,-7%
Cc1nc(CN2CCC3(CC2)CC(c2ccccc2)C(=O)N(C2CC2)C3)no1 (stereo not drawn),-21%
c1nc(Sc2ccc3c(c2)OCCCO3)c2c3c(sc2n1)CCCC3,19%
Cc1ccc(S(=O)(=O)Cc2nc(-c3ccc(C(=O)NCCN4CCOCC4)cc3)oc2C)cc1,?
CC(C)CC(=O)c1sc(Nc2ccccc2)nc1N,-3%
CCOC(=O)CCCN1C(=O)CCn2nc(-c3cn(C)c4ccccc34)cc21,-22%

# Some of the entries so far, bar-delimited.
Structure | KDM5B inhibitor
CCOc1ccc2oc(=O)cc(CN3CCN(C(=O)c4ccc(F)cc4)CC3)c2c1 | ?
COc1cccc(Nc2nc(-c3cc4cc(OC)ccc4oc3=O)cs2)c1 | -8%
COc1ccc(NC(=O)Cn2c(N3CCc4ccccc4C3)nc(C)cc2=O)cc1OC | -24%
COc1ccc(N2Cc3cccc(C(=O)Nc4ccc(C(C)C)cc4)c3C2=O)cc1 | ?
O=C(COc1ccccc1)N1CCC(O)(c2csc(CN3CCOCC3)n2)CC1 | -7%[86.2 µM]
CCCC(=O)Nc1nnc(Cc2c[nH]c3ccccc23)s1 | -7%
Cc1nc(CN2CCC3(CC2)CC(c2ccccc2)C(=O)N(C2CC2)C3)no1 (stereo not drawn) | -21%

# Continued.
SMILES,KDM5B inhibitor
Cn1c(=O)c2c(nc(SCC(=O)N3CCOCC3)n2C)n(C)c1=O,-3%
Cc1cn2c(=O)cc(COC(=O)c3ccc(NC(=O)COc4ccccc4F)cc3)nc2s1,6%
Cc1ccc(C2c3[nH]c4ccccc4c3CCN2C(=O)c2ccc(N(C)C)cc2)cc1 (stereo not drawn),?
O=C(CSc1nc(=O)n(Cc2ccncc2)c2c1CCC2)N1CCCCC1,-2%
O=C(c1cccc(OC2CN(Cc3ccc(F)cc3F)C2)c1)N1CCCC1,-1%
COc1ncccc1C(=O)N1CCc2onc(-c3cccc4ccccc34)c2C1,?
COc1ccc(C2(c3nc(C4CC(=O)N(c5ccc(C)cc5)C4)no3)CC2)cc1 (stereo not drawn),-2%
Cc1ccc(N)c(OCc2ccccc2)c1,13%
CCc1ccc(CN(C)Cc2nc(Cc3ccccc3)no2)nc1,33%[activator]
COc1cc2c(cc1C=O)OCCCO2,?

# Reformatted tab-delimited: entries from further up.
compound	KDM5B inhibitor
COc1ccc(OCC(=O)Nc2c3c(nn2C(C)(C)C)CS(=O)(=O)C3)cc1	-17%
CN(CC(=O)Nc1c(Cl)cccc1Cl)C(=O)c1ccc(S(=O)(=O)Nc2ccccc2)cc1	-12%
CCOC(=O)CCCN1C(=O)CCn2nc(-c3cn(C)c4ccccc34)cc21	-22%
CC(C)(C)Nc1nc(-c2ccccn2)nc2ccccc12	54%[activator]
N#Cc1ccc(Oc2ccccc2Oc2ccc(C#N)c(C#N)c2)cc1C#N	2%
CCOc1ccccc1C(=O)OCc1ccc(C#N)cc1	0%

# Only part of the results is shown; the hit share may differ from the screen's.
